Nrf2 activator: activators of Nrf2 (ARE) signaling. AREc32 ARE-luciferase reporter (MCF7-derived line), luminescence, 24 h. Potency, µM (series often up to 46.1 µM), without a hit: at the top dose activation, hits mostly activators. actives 0.31% (n = 410,000); note: potency is the fitted concentration of half-maximal effect; % of control where 0% means no effect; nearly all actives have a fitted effect of over 65% in size
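For detection, Steady-Glo was added and plates sat 30 min at RT; before that, AREc32_Fluc cells grown overnight in OPTI-MEM/5% FBS had been treated with 23 nL compound for 24 hr at 37 deg C.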
TGFb SMAD3 inh: inhibitors of TGF-b signaling; actives 1.2% (n = 410,000); HepG2 CAGA-GFP TGF-b/SMAD3 reporter, GFP fluorescence, 18 h; TGF-beta stimulated, 500 pg/mL final; AID 588855; Potency, µM (top dose mostly 46.1 µM), without a hit: at the top dose activity, negative = inhibition, actives largely listed as inhibitors; note: potency is the fitted concentration of half-maximal effect; % is set by controls: 0 for no effect and ±100 for the full control effect; nearly all actives have a fitted effect of over 65% in size
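Smad-responsive CAGA-GFP expression was quantified in HEPG2 cells exposed to compounds and 500 pg/mL final TGF-beta for 18 h at 37 degrees C; unstimulated wells defined full inhibition.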
Mm-Cpn inhibitor: M. maripaludis TRiC chaperonin inhibition; Potency, µM (top dose mostly 76.9 µM), inactives show at the highest dose activity, negative = inhibition, usual class: inhibitors; AID 504842; actives 0.031% (n = 330,000); purified Mm-Cpn ATPase, ADP Transcreener TR-FRET; note: potency is the fitted concentration of half-maximal effect; % is set by controls: 0 for no effect and ±100 for the full control effect; nearly all actives have a fitted effect of over 80% in size
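Eu-cryptate anti-ADP/ADP-d2 competition gives a ratio inversely related to ADP. Enzyme at 25 nM was pre-exposed to compound for 10 min, then given 10 uM ATP for 30 min, 37°C throughout.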
Nrf2 block: blocks Nrf2 signaling; A549 ARE-Fluc reporter, luciferase luminescence, 18-24 h; Potency, µM (series often up to 46 µM), inactives show at the highest dose activity change, negative = inhibition, hits mostly inhibitors; actives 2.1% (n = 360,000); AID 504444; note: potency is the fitted concentration of half-maximal effect; % is set by controls: 0 for no effect and ±100 for the full control effect; nearly all actives have a fitted effect of over 60% in size
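Cells were seeded and rested 2 h, then exposed to compounds for 18-24 h. CellTiter-Fluor was read first as a viability measure. BugLite was added 15 min before the final luminescent read of ARE-luciferase activity in A549 cells.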
pAkt inh: inhibitors of Akt phosphorylation | activity change, % for hits at 50 µM | actives 0.32% (n = 360,000) | Neuro2A IGF-stimulated pAkt S473 HTRF, 20 min; stronger effect = lower value; in the data active = activity change below about -80%; inconclusive = mostly about -51% to -80%; note: % is set by controls: 0 for no effect and ±100 for the full control effect
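Neuro2A cells (4,500/well, DMEM with 0.5% FBS) were treated with compound at a single 50 µM final concentration, stimulated with 6 nM IGF for 20 min at 37 °C, and lysed. Phospho-Akt Ser473 was read by HTRF as 665/615 ratio ×10^4.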
EPAC2 ag: activates human EPAC2 exchange factor | AID 720711 | Q8WZA2 | Potency, µM (top dose mostly 154 µM), for inactives: at the top dose activation, usual class: activators | actives 0.079% (n = 360,000) | EPAC2 activation, biochemical qHTS; response scale: 100% = 6.5 mM cAMP response; note: potency is the fitted concentration of half-maximal effect; nearly all actives have a fitted effect of over 50% in size
Target sequence (Q8WZA2 whole entry, looked up): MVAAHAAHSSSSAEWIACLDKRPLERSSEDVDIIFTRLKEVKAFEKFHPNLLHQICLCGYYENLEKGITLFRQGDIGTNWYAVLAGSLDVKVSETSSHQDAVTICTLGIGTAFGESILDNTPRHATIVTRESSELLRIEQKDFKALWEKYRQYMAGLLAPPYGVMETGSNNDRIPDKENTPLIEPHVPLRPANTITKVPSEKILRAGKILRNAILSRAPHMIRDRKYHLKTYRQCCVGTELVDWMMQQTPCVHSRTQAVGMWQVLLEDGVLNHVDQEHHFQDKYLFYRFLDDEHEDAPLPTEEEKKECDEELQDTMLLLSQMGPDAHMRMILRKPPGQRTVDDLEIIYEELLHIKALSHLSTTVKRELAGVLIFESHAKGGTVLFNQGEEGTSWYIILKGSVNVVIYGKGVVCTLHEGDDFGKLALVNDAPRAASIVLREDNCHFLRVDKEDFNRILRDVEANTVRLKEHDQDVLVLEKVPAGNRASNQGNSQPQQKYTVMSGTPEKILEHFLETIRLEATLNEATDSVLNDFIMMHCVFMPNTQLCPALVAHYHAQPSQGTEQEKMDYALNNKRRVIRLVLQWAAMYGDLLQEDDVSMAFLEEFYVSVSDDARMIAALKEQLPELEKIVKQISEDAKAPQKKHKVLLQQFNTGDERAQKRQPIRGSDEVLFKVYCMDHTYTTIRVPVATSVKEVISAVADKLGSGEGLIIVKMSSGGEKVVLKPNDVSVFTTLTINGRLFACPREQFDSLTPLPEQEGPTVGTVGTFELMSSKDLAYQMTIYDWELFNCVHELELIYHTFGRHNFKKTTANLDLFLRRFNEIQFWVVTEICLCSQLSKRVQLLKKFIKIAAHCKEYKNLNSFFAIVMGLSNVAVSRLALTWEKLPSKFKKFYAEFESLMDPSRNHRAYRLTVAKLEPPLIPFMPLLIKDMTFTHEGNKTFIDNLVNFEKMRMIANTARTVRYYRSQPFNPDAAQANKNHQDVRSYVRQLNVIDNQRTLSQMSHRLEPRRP
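Each well held 100 nM EPAC2, 250 nM RAP1B-BODIPY-GDP and 50 uM GDP. Fluorescence, read at 5-min intervals to 30 min, was referenced to a 6.5 mM cAMP positive control.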
CCT chaperon mod: changes cytosolic chaperonin activity | AID 651819 | activity change, % (concentration not given with the values), hits read low | actives 0.3% (n = 360,000) | purified chaperonin ATPase assay, HTRF ADP detection, 30 min; in the data active = activity change below about -30%; note: % is set by controls: 0 for no effect and ±100 for the full control effect
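Nucleotide hydrolysis assay: TRiC at 20–40 nM final (set by batch activity) with 10 uM ATP, 30 min at 37 °C, in presence of 76 uM compound. Detection by competitive ADP HTRF, 30 min ambient.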
EPAC2 antag: EPAC2 (human) antagonism | Potency, µM (doses to about 114 µM), inactives show top-dose activity, negative = inhibition, usual class: inhibitors | actives 0.18% (n = 360,000) | Q8WZA2 | EPAC2 GEF exchange of Rap1B-BODIPY-GDP, fluorescence | AID 720708; note: potency is the fitted concentration of half-maximal effect; % is set by controls: 0 for no effect and ±100 for the full control effect; nearly all actives have a fitted effect of over 45% in size; many of its hits are not listed in these tables
A549 tox: counter-screen for Nrf2 inhibitors: cytotoxicity in A549 cells; Potency, µM (titrated, usually from 46 µM), for inactives: at the top dose activity change, negative = cytotoxicity, hits mostly inhibitors; A549 ARE-Fluc cells, CellTiter-Fluor viability, 18-24 h; actives 0.16% (n = 390,000); AID 504648; note: potency is the fitted concentration of half-maximal effect; % is set by controls: 0 for no effect and ±100 for the full control effect
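Cytotoxicity counterscreen: CellTiter-Fluor fluorescence was measured in A549 ARE_Fluc cells after 18-24 h of compound exposure in a concentration series. The subsequent BugLite luminescent read reports ARE-luciferase activity.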
The depositor's hits bear a star; i = inactive; ? = inconclusive; · = not tested or not shown; [ ] = dose if it differs, or a comment. Unless noted, calls come from the whole dose curve; as a rule, active = well fitted curve in the direction sought with a large enough effect; inconclusive = small, poorly fitted or top-dose-only effect, or another doubt; inactive = no such curve, though single readings can be large; an effect the other way counts as inactive or inconclusive. The list is partial; rates above refer to the full screens.

1: CC1CN(C2CCCCC2)C(=O)NC1=O (centres undefined)
2: CC(C)CNC(=S)N1CCC(NC(=O)c2ccco2)CC1
3: CCOc1cc(C#N)c(NC(=O)c2ccco2)cc1OCC
4: O=C(NCc1ccc(Cl)cc1)c1ccc(Cn2cc(C(F)(F)F)ccc2=O)cc1
5: CC1CCN(C(=O)CSc2nncn2-c2ccccn2)CC1
6: CC(C)(C)OC(=O)C[C@@H]1C/C=C\C[C@H](CC(=O)NCCO)C(=O)N[C@H](Cc2ccccc2)COC1=O
7: O=C(Oc1cccc(-n2cnnn2)c1)C1CCCCC1
8: COc1cc(Cl)c(CC(=O)c2c[nH]c3ccccc23)cc1OC
screen / no.	1	2	3	4	5	6	7	8
Nrf2 activator	-0.1%	0.1%	0.1%	0.4%	-0.6%	-0.8%	0.2%	0.0%
TGFb SMAD3 inh	13%	6%	2%	-8%	-6%	-11%	-11%	-21%
Mm-Cpn inhibitor	·	2%	1%	-2%	2%	1%	1%	-2%
Nrf2 block	15%	1%	-34%	-15%	28%	7%	0%	-5%
pAkt inh	i	i	i	i	·	i	·	i
EPAC2 ag	-3%	2%	8%	13%	5%	0%	6%	4%
CCT chaperon mod	-3.3	-3.7	0.1	-4.9	1.1	-0.6	-2.0	0.4
EPAC2 antag	4%	7%	-7%	-3%	14%	5%	-5%	10%
A549 tox	-4%	-5%	-13%	-6%	-14%	-5%	-3%	5%

9: COCCn1c(SCC(=O)NCC2CCCO2)nc2c([nH]c3ccccc32)c1=O (centres undefined)
10: O=C(CSc1nc2ccccc2o1)Nc1nc2ccccc2s1
11: CCN(c1ccccc1C(=O)O)S(=O)(=O)c1ccc2[nH]c(=O)[nH]c2c1
12: C#CCOCCOCCOCCNc1nc(N2CCN(C(=O)[C@H](CCC(=O)O)n3cc([C@@H](N)CC(N)=O)nn3)CC2)nc(N2CCN(C(=O)[C@H](CCC(=O)O)n3cc([C@@H](N)CC(N)=O)nn3)CC2)n1
13: COc1ccc(NC(=O)CSc2nc(C)cs2)cc1OC
14: CCc1nn(CCCC(=O)N2CCN(c3cc(Cl)ccc3C)CC2)c(=O)c2cc3occc3n12
15: O=C(NCc1nnc(SCC(=O)N2CCCc3ccccc32)n1-c1ccccc1)c1cccc2ccccc12
16: CCCn1c(N)c(C(=O)CSc2nc(C3CC3)n(-c3ccccc3)n2)c(=O)[nH]c1=O
screen / no.	9	10	11	12	13	14	15	16
Nrf2 activator	2.7%	?	-0.4%	-1.1%	-0.9%	-0.1%	0.4%	0.4%
TGFb SMAD3 inh	-19%	-18%	13%	0%	9%	?	0%	4%
Mm-Cpn inhibitor	-4%	-13%	-8%	-3%	2%	·	0%	1%
Nrf2 block	?	-12%	1%	11%	4%	?	2.6µM*	2%
pAkt inh	i	i	i	i	·	·	i	i
EPAC2 ag	0%	-3%	2%	1%	0%[15.6 µM]	·	8%	-13%
CCT chaperon mod	-4.2	-0.4	-8.9	-0.5	-1.6	·	-1.0	-5.7
EPAC2 antag	18%	4%	2%	4%	-3%	·	-11%	8%
A549 tox	?	·	2%	6%	-3%	-18%	-11%	-4%

Compound profiles, as listed above. Order of values: Nrf2 activator	TGFb SMAD3 inh	Mm-Cpn inhibitor	Nrf2 block	pAkt inh	EPAC2 ag	CCT chaperon mod	EPAC2 antag	A549 tox
COc1ccc(NC(=O)CSc2nc(C)cs2)cc1OC reads -0.9%	9%	2%	4%	·	0%[15.6 µM]	-1.6	-3%	-3%
O=C(CSc1nc2ccccc2o1)Nc1nc2ccccc2s1 reads ?	-18%	-13%	-12%	i	-3%	-0.4	4%	·
CCCn1c(N)c(C(=O)CSc2nc(C3CC3)n(-c3ccccc3)n2)c(=O)[nH]c1=O reads 0.4%	4%	1%	2%	i	-13%	-5.7	8%	-4%

(further entries)
17: O=C(Nc1nnc([C@H]2C[C@H](O)[C@@H](CO)O2)s1)c1ccccc1F
18: O=C(c1cccnc1)N1CCN(CCCc2ccccc2)CC1
19: O=C(c1cc2ccccc2o1)N1CCN(c2cccc(Cl)c2)CC1
20: Cc1ccc(C)c(N(C(=O)CNC(=O)c2ccco2)C(C(=O)NC2CCCCC2)c2cccnc2)c1 (centres undefined)
21: COc1cccc(NC(=O)C(C#N)Cc2ccncc2)c1 (centres undefined)
22: CCNC(=O)c1sc(=S)n(-c2ccc(C)cc2)c1N
23: CCOc1ccc(NC(=O)N2CCC(NC(=O)c3ccco3)CC2)cc1
24: Nc1nnn(Cc2ccccc2)n1
screen / no.	17	18	19	20	21	22	23	24
Nrf2 activator	-0.3%	-0.2%	0.4%	-0.3%	-0.4%	-0.1%	0.7%	-0.3%
TGFb SMAD3 inh	4%	8%	-2%	?	2%	-1%	12%	0%
Mm-Cpn inhibitor	·	0%	-8%	2%	1%	0%	-1%	-2%
Nrf2 block	·	13%	-5%	4%	-10%	-8%	4%	-1%
pAkt inh	i	i	i	i	i	i	i	i
EPAC2 ag	9%	-2%	2%	4%	-1%	12%	-2%	6%
CCT chaperon mod	-0.8	0.6	1.4	-3.1	-2.5	-3.0	-9.1	-0.2
EPAC2 antag	2%	7%	2%	12%	13%	0%	6%	-1%
A549 tox	·	-7%	0%	-11%	-9%	-1%	-9%	-2%

Reformatted with tabs: entries from further up.
nr	Molecule	Nrf2 activator	TGFb SMAD3 inh	Mm-Cpn inhibitor	Nrf2 block	pAkt inh	EPAC2 ag	CCT chaperon mod	EPAC2 antag	A549 tox
21	COc1cccc(NC(=O)C(C#N)Cc2ccncc2)c1 (centres undefined)	-0.4%	2%	1%	-10%	i	-1%	-2.5	13%	-9%
22	CCNC(=O)c1sc(=S)n(-c2ccc(C)cc2)c1N	-0.1%	-1%	0%	-8%	i	12%	-3.0	0%	-1%
23	CCOc1ccc(NC(=O)N2CCC(NC(=O)c3ccco3)CC2)cc1	0.7%	12%	-1%	4%	i	-2%	-9.1	6%	-9%

(further entries)
25: O=C(/C=C/c1cccc(F)c1)N(c1ccccn1)C1CCCCC1
26: O=C(NCc1ccco1)c1ccc2ccccc2n1
27: Cc1ccc(-c2nc(C)c(C(=O)O)s2)cc1
28: O=C(NCc1ccco1)C(=O)c1cn(CC(=O)N2CCCCCC2)c2ccccc12
29: Cc1cccc(NC(=S)Nc2c(C)n(C)n(-c3ccccc3)c2=O)c1C
30: CC(=O)Nc1ccc(C(=O)N/C(=C/c2ccccc2)C(=O)Nc2cccc(C(=O)O)c2)cc1
31: C[C@H](NC(=O)c1ccccc1Cl)C(=O)NCc1cccs1
32: Cc1ccc(C(=O)CSc2ccc(-c3ccncc3)nn2)cc1
33: O=C(c1ccccc1)N1CCCCC1CCN1CCCCC1 (centres undefined)
34: CC(C)c1ccccc1NC(=S)NC(C)c1ccccc1 (centres undefined)
35: CC1CCCCN1CCCNC(=O)c1nn(C)c2c1CS(=O)(=O)c1ccccc1-2 (centres undefined)
screen / no.	25	26	27	28	29	30	31	32	33	34	35
Nrf2 activator	-1.0%	20%	-1.5%	-0.2%	1.8%	0.2%[9.22 µM]	0.1%	-0.2%	0.1%	0.4%	0.3%
TGFb SMAD3 inh	2%	-22%	11%	-3%	6%	15%	11%	0%	?	?	9%
Mm-Cpn inhibitor	-3%	5%	-10%	-26%	-2%	4%	-6%	-4%	·	-2%	-2%
Nrf2 block	-20%	?	?	-28%	3%	-1%	7%	-21%	15%	11%	4%
pAkt inh	i	i	i	i	i	i	i	i	·	i	i
EPAC2 ag	-3%	12%	13%	21%	5%	2%	4%	2%	·	1%	-4%
CCT chaperon mod	-0.2	-1.4	-7.7	-6.8	0.0	-7.3	-3.2	-1.7	·	1.5	-2.9
EPAC2 antag	-6%	4%	-10%	-4%	13%	23%	2%	-2%	·	-25%	1%
A549 tox	6%	-2%	-6%	21%	2%	4%	0%	-1%	0%	16%	11%

Results in sequence from the entries so far.
Entries 25–35 in CCT chaperon mod read -0.2, -1.4, -7.7, -6.8, 0.0, -7.3, -3.2, -1.7, ·, 1.5, -2.9
Entries 25–35 in Mm-Cpn inhibitor read -3%, 5%, -10%, -26%, -2%, 4%, -6%, -4%, ·, -2%, -2%
